Screens from PubChem BioAssay.
CHRM1 agonist = agonists of human M1 muscarinic receptor; 360,000 compounds, 0.33% hits; P11229; CHO-K1 hM1, Fluo-8 calcium fluorescence, agonist mode; 0% DMSO, 100% acetylcholine EC100; activation, % at 3 µM;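 active means activation above the run's mean compound activation plus 3 SD, cut at about 16% in these data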;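 further: peak over basal fluorescence ratio within a 140 s kinetic read after compound addition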
Target sequence (P11229 whole entry, looked up): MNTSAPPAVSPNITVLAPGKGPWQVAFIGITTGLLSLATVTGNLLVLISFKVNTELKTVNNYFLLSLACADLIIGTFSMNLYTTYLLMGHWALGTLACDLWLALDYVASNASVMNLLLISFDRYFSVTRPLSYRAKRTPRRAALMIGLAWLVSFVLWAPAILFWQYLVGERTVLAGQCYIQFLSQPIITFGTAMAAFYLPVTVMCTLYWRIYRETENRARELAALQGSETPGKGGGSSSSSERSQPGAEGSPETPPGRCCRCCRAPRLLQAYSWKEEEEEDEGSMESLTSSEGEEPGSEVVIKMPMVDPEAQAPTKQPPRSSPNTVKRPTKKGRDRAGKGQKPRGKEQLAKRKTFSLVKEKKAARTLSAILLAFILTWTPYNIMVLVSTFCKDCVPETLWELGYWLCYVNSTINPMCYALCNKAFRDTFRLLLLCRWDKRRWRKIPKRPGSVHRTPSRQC
CHO-K1 Ca antag = nonselective inhibitor or artifact in parental CHO-K1 cells; 360,000 compounds, 0.6% hits; AID 602250; inhibition, % at 3 µM; ATP-induced calcium, Fluo-8 fluorescence;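 active means inhibition above a per-plate cutoff, the plate's mean sample inhibition plus 3 SD, cut at about 24% in these data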;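 further: 0% = DMSO plus EC80 ATP and 100% = DMSO alone without ATP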
M1 antag = human CHRM1 antagonism; P11229; CHO-K1 hM1, Fluo-8 calcium fluorescence, ACh EC80 antagonist; inhibition, % at 3 µM; 360,000 compounds, 1.3% hits;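 active means percent inhibition above its own plate's cutoff, namely the mean of that plate's compound wells plus 3 SD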;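 further: peak over basal fluorescence ratio during 140 s after agonist addition; 0% = ACh EC80 plus DMSO and 100% = DMSO alone without agonist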
CHRM4 antagonist = CHRM4 antagonism in calcium assay. CHO-hM4 cells, ACh EC80, Fluo-8 calcium fluorescence. inhibition, % at 3 µM. 360,000 compounds, 0.73% hits. AID 624125;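 active means inhibition above its plate's cutoff, the mean inhibition of sample wells plus 3 SD, cut at about 27% in these data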;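 further: 0% = acetylcholine EC80 with DMSO and 100% = DMSO without agonist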
OXTR potentiator = human OXTR potentiation; P30559; CHO-OTR cells, Fluo-8 calcium fluorescence, potentiator mode; 0% = oxytocin EC15, 100% = EC100; activation, % at 3 µM; 320,000 compounds, 0.061% hits;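 active means activation above that plate's cutoff, the mean activation of tested compounds plus 3 SD, cut at about 6.6% in these data, passing the limit was not always enough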;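 further: 100% uses oxytocin at 75 nM as the full agonist control; some results filed as inactive read as strong as hits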
Target sequence (P30559 whole entry, looked up): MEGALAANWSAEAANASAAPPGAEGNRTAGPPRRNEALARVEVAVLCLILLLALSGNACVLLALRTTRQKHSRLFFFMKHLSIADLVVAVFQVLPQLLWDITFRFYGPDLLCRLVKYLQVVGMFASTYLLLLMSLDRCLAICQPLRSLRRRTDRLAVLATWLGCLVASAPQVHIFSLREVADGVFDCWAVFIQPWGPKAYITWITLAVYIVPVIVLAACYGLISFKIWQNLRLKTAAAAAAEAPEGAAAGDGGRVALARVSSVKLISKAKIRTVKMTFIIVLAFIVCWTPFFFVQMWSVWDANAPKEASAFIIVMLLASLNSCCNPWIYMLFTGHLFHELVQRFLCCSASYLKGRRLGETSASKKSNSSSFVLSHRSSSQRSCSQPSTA
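Assay system: CHO cell line stably expressing human OTR | Also added: Oxytocin at about EC15, sub-maximal agonist stimulus | Times: Compound 6 min at room temperature before oxytocin, 100 s read | Measured by: Fluo-8 intracellular calcium fluorescence, ex 470-495, em 515-575 nm | Controls: EC15 oxytocin alone as 0%, 75 nM oxytocin as 100%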
M4 ag = CHRM4 agonism in calcium assay; 360,000 compounds, 0.14% hits; CHO-K1 hM4/Gqi5, Fluo-8 calcium fluorescence; vehicle 0%, full acetylcholine response 100%; activation, % at 3 µM;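 active means activation above the run mean over all test wells plus 3 SD, cut at about 32% in these data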;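 further: peak over basal fluorescence ratio per well then scaled between controls; 0% = DMSO wells and 100% = acetylcholine at EC100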
CHO parental Ca = counter-screen: ATP calcium response change in parental CHO cells; parental CHO-K1, ATP-induced calcium, Fluo-8 fluorescence; inhibition, % at 5.6 µM; 330,000 compounds, 0.63% hits; AID 463079;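 active means inhibition above that plate's mean sample inhibition plus 3 SD, cut at about 26% in these data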;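 further: 0% = ATP-challenged DMSO wells and 100% = DMSO wells without ATP; some compounds past the cut are filed as inactive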
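Material: Parental CHO cells | Reagent: ATP | Compound dosing: Single nominal dose of 5.6 µM per compound | Detection: Intracellular calcium via Fluo-8 no-wash fluorescent dye | Read-out: % inhibition of ATP-induced calcium mobilization | Benchmarks: Low control ATP plus DMSO, high control DMSO only | Replicates: Singlicate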
CHO-K1 Ca ag = counter-screen for M1 agonists: effect in parental CHO-K1 cells | Fluo-8 calcium fluorescence; scaled to maximal ATP response, vehicle zero | activation, % at 3 µM | 360,000 compounds, 0.48% hits | AID 602248; in the data active means activation above about 15%;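 further: untransfected CHO-K1 host cells lacking M1 receptor as counterscreen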
CHRM1 PAM = positive allosteric modulators of human M1 muscarinic receptor | CHO-K1 hM1, Fluo-8 calcium fluorescence, ACh EC20; 0% = ACh EC20, 100% = maximal ACh | activation, % at 3 µM | 360,000 compounds, 0.088% hits | AID 588819; in the data active means activation above about 19%, passing the limit was not always enough
Numbers without * were called inactive; / = not tested or not shown.

1: CC(=O)Nc1ccc(C)cc1NC(C)=O
2: CN(C)c1cccc(N(C)C)c1CNC(=O)C(C)(C)C
3: O=C(COC(=O)c1cc(Cl)nc(Cl)c1)NCCc1ccc(F)cc1
4: O=C1CSc2ccc(S(=O)(=O)N3CCN(c4ccccc4)CC3)cc2N1
5: O=C(Nc1ccccc1)c1ccc(-c2ccccc2)s1
6: O=C(Cc1ccc(Cl)cc1)Nc1ccc(NC(=O)c2ccccc2)cc1
7: CSc1ccc(S(=O)(=O)N2CCCC2)cc1
8: Cc1cc(Cl)ccc1NC(=O)CSc1nnc(-c2ccncc2)n1Cc1ccco1

compound no.	1	2	3	4	5	6	7	8
CHRM1 agonist	-3.0	-2.1	-1.7	-1.0	-3.1	-1.8	-6.0	-0.8
CHO-K1 Ca antag	-9.2	-10.0	-14.0	-4.9	-16.2	4.6	0.8	-10.1
M1 antag	-16.7	-15.1	-3.0	-5.7	-6.2	-3.0	8.6	-4.4
CHRM4 antagonist	-1.0	-9.6	-12.1	4.4	-7.2	-0.3	5.7	-10.2
OXTR potentiator	-12.5	3.9	-4.2	-6.3	-1.4	-4.2	-16.9	-9.1
M4 ag	1.0	0.0	0.3	5.0	0.9	0.3	1.2	1.5
CHO parental Ca	-3.6	-5.8	-23.9	5.9	20.1	4.8	-5.5	-23.9
CHO-K1 Ca ag	0.5	0.8	0.4	5.3	0.1	0.1	0.1	0.8
CHRM1 PAM	10.2	11.3	4.3	1.5	2.2	2.6	-2.4	6.9

9: O=C(NC1CCCCC1)C1CC(=O)N(c2ccc(Cl)cc2)C1 (stereo not given)
10: Cc1ccc(C(=O)NNC(=O)C2CCN(S(=O)(=O)c3ccc(C)cc3)CC2)cc1
11: Cc1[nH]c2ccccc2c1/C=N/NC(=O)c1cc(-c2cccs2)[nH]n1
12: Cc1ccc(CNC(=O)COC(=O)Cn2nc(C)c([N+](=O)[O-])c2C)cc1
13: O=S1(=O)C[C@@H](N2CCN(c3ccccc3)CC2)[C@H](COCc2ccccc2)N1
14: COc1ccc(OCC(=O)Nc2cccc(-c3nc4ccccc4[nH]3)c2)cc1
15: Cc1ccc(C(=O)N2CCNC(=O)C2CC(=O)Nc2ccccc2)cc1 (stereo not given)
16: Nc1ccc2nc3c(=O)n(CCc4ccccc4)c(=O)[nH]c3nc2c1

compound no.	9	10	11	12	13	14	15	16
CHRM1 agonist	-2.0	-4.0	-2.1	-8.0	-1.2	-3.2	-2.1	53.5*
CHO-K1 Ca antag	-5.0	-16.5	16.2	-14.1	-13.7	-10.8	-7.8	16.2
M1 antag	-7.5	-16.7	7.3	-3.5	-20.1	20.1	-9.9	21.6
CHRM4 antagonist	-21.1	-6.1	2.1	-0.5	-3.8	20.3	-4.1	17.7
OXTR potentiator	3.5	1.0	-16.2	-11.1	/	-10.7	-1.2	-21.5
M4 ag	1.4	0.5	3.9	0.5	2.5	26.1	0.9	44.9*
CHO parental Ca	-10.6	-3.0	-10.0	-6.9	/	-21.5	-1.0	35.5*
CHO-K1 Ca ag	0.5	0.9	1.7	-0.4	1.6	9.3	1.3	52.7*
CHRM1 PAM	1.4	9.6	-8.2	6.2	3.7	-17.8	12.5	-6.7

17: C=CCN1CCN(c2ccncc2S(=O)(=O)N2CCN(C)CC2)CC1
18: O=C(N/N=C/c1ccc(O)c(O)c1)c1cccc(S(=O)(=O)N2CCCCC2)c1
19: CN(C)S(=O)(=O)c1ccc(Cl)c(NC(=O)COC(=O)c2ccc3c(c2)NC(=O)CS3)c1
20: CCCCn1c(N)c(N(CC)C(=O)c2cccc(S(=O)(=O)N3CCN(C)CC3)c2)c(=O)[nH]c1=O
21: O=C1c2cccc3cccc(c23)C(=O)N1CC1CCCO1 (stereo not given)
22: C=CCc1c(C)nc(SC)nc1Nc1ccc(C(=O)O)cc1
23: CCOC(=O)C(C)Sc1nc2c(c(-c3cccs3)c1C#N)CCC2 (stereo not given)
24: O=C1c2ccccc2CN1CCNS(=O)(=O)c1ccc(Cl)cc1

compound no.	17	18	19	20	21	22	23	24
CHRM1 agonist	-8.9	-5.5	-0.9	1.2	-5.4	-5.1	-9.2	0.4
CHO-K1 Ca antag	-2.1	-13.3	-5.8	-14.1	-2.5	-8.2	-3.8	4.9
M1 antag	-0.9	-17.0	-1.1	-7.1	-3.3	-0.1	-2.7	-27.4
CHRM4 antagonist	-3.7	-9.1	-0.2	-0.7	-3.1	2.0	10.4	6.0
OXTR potentiator	/	-5.6	-6.7	-11.5	1.0	-1.5	-13.0	-9.8
M4 ag	0.0	1.7	12.0	2.1	0.1	0.9	-1.8	-0.2
CHO parental Ca	/	-7.0	8.8	4.2	-12.7	7.7	-5.0	-6.6
CHO-K1 Ca ag	0.2	1.0	10.3	2.1	-0.2	0.3	0.1	0.5
CHRM1 PAM	1.3	8.7	-1.9	7.8	8.7	8.2	-12.8	-1.8

25: COc1ccc(-c2c(NC(=O)c3ccco3)oc3c(C)cccc3c2=O)cc1OC
26: COc1ccc(C2=NN(S(C)(=O)=O)C(c3ccc4nccnc4c3)C2)cc1 (stereo not given)
27: Cc1cc(C2C(C#N)=C(N)Oc3n[nH]c(C)c32)c(C)s1 (stereo not given)
28: COCCN=C1NC(=O)C(CC(=O)Nc2cccc(Cl)c2C)S1 (stereo not given)
29: CC(C)Sc1nsc2nc(=O)c(/C=C3\C=Nc4ccccc43)c(N)n12
30: CCOC(=O)c1nnc(-c2cccs2)nc1Oc1ccc(Cl)cc1
31: Cc1ccc(S(=O)(=O)Nc2cc3c(C(=O)O)c(C)oc3c3ccccc23)c(C)c1
32: CCOC(=O)c1nc(Nc2ccc(OC)cc2)c2ccccc2n1

compound no.	25	26	27	28	29	30	31	32
CHRM1 agonist	0.6	-4.0	-2.8	-3.1	-4.0	0.3	-2.2	-2.7
CHO-K1 Ca antag	-9.0	3.4	-7.0	5.0	-6.5	-1.8	-20.7	-10.1
M1 antag	7.8	-6.0	-8.5	-3.1	9.4	-26.7	-1.5	-1.2
CHRM4 antagonist	-7.3	2.6	2.7	0.0	-1.0	1.7	-4.4	-15.5
OXTR potentiator	-13.1	-4.0	-4.0	-14.1	-7.7	-7.3	-0.3	-1.1
M4 ag	10.8	1.3	-0.1	0.8	0.4	2.1	1.5	10.2
CHO parental Ca	-18.1	-1.9	-15.2	-6.5	-6.7	-1.4	-9.7	-17.2
CHO-K1 Ca ag	5.5	0.7	0.3	-0.1	1.0	1.3	1.7	2.2
CHRM1 PAM	-4.9	7.6	10.3	1.6	-8.7	9.7	10.3	0.4

Looked up one by one from the entries so far:
29: CC(C)Sc1nsc2nc(=O)c(/C=C3\C=Nc4ccccc43)c(N)n12
26: COc1ccc(C2=NN(S(C)(=O)=O)C(c3ccc4nccnc4c3)C2)cc1 (stereo not given)
25: COc1ccc(-c2c(NC(=O)c3ccco3)oc3c(C)cccc3c2=O)cc1OC
28: COCCN=C1NC(=O)C(CC(=O)Nc2cccc(Cl)c2C)S1 (stereo not given)
30: CCOC(=O)c1nnc(-c2cccs2)nc1Oc1ccc(Cl)cc1

compound no.	29	26	25	28	30
CHRM1 agonist	-4.0	-4.0	0.6	-3.1	0.3
CHO-K1 Ca antag	-6.5	3.4	-9.0	5.0	-1.8
M1 antag	9.4	-6.0	7.8	-3.1	-26.7
CHRM4 antagonist	-1.0	2.6	-7.3	0.0	1.7
OXTR potentiator	-7.7	-4.0	-13.1	-14.1	-7.3
M4 ag	0.4	1.3	10.8	0.8	2.1
CHO parental Ca	-6.7	-1.9	-18.1	-6.5	-1.4
CHO-K1 Ca ag	1.0	0.7	5.5	-0.1	1.3
CHRM1 PAM	-8.7	7.6	-4.9	1.6	9.7

Remaining list, next part
33: O=C(NNC(=O)c1ccc2ccccc2n1)c1ccc(O)cc1
34: COc1cccc(CN(Cc2ccco2)S(=O)(=O)c2ccc(S(=O)(=O)NCc3ccccc3)cc2)c1OC
35: Cc1ccc(OCC(=O)Nc2nnc(S(=O)(=O)N3CCCCCC3)s2)cc1C
36: COc1ccccc1NC(=O)CN1CCN(C(=O)c2ccco2)CC1
37: Brc1ccc(COc2ncnc3ccccc23)cc1
38: CN(CC(=O)NC1CCN(Cc2ccccc2)CC1)S(=O)(=O)c1ccc(Cl)cc1
39: CC1=NN(c2cccc(C(=O)O)c2)C(=O)/C1=C\C=C/c1ccccc1
40: CCc1nnc(NC(=O)CCN2C(=O)c3ccccc3S2(=O)=O)s1

compound no.	33	34	35	36	37	38	39	40
CHRM1 agonist	-3.0	-3.3	-4.0	-2.9	-7.4	-6.5	2.6	-2.6
CHO-K1 Ca antag	-6.3	-18.1	-10.2	2.8	0.8	-7.2	-0.5	-23.7
M1 antag	-8.7	14.2	-9.1	5.2	2.5	-5.9	2.5	-4.8
CHRM4 antagonist	-5.8	25.0	0.0	8.8	-4.6	1.5	4.3	9.3
OXTR potentiator	-7.3	-10.1	-8.1	1.8	3.1	-7.4	/	-15.0
M4 ag	1.0	7.9	1.3	1.0	9.2	2.4	1.0	1.8
CHO parental Ca	-6.1	-2.5	-2.4	-7.3	-7.5	-15.2	/	8.6
CHO-K1 Ca ag	0.0	2.6	0.3	0.4	3.3	0.5	-0.1	0.3
CHRM1 PAM	5.9	-9.9	2.9	2.5	-2.4	5.8	13.2	0.6

41: Cc1ccccc1N=Nc1c(O)n(C)c2ccccc12
42: COc1cccc2c1Oc1ncccc1N(C(=O)CCC(=O)NCc1ccc(C)cc1)C2
43: Cc1nc2nc(C)c(CCC(=O)NCc3ccc4c(c3)OCO4)c(C)n2n1
44: CC(=O)Nc1ccc(OCCCN2CCC(C(O)(c3ccccc3)c3ccccc3)CC2)cc1
45: O=C(c1cc(-c2ccc(O)cc2)on1)N1CCCC1
46: COC(=O)c1ccccc1NC(=S)N(Cc1ccc2c(c1)OCO2)Cc1cc2ccc(OC)cc2[nH]c1=O
47: Cc1nnc(SCC(=O)Nc2ncc3c(n2)CC(c2ccccc2)CC3=O)s1 (stereo not given)
48: O=C(CC(=O)c1ccccc1)Nc1ccccc1C(F)(F)F

compound no.	41	42	43	44	45	46	47	48
CHRM1 agonist	4.5	-4.3	-4.0	/	-0.1	-7.3	-1.7	-3.0
CHO-K1 Ca antag	0.7	-6.2	-16.8	-22.0	-20.2	-1.1	-2.2	-10.6
M1 antag	-3.4	-15.2	-3.3	/	4.1	-5.9	-18.9	-7.2
CHRM4 antagonist	11.4	3.9	1.0	86.4*	5.0	-13.4	5.4	-9.3
OXTR potentiator	-3.9	-19.8	-6.4	/	-8.8	-8.9	5.4	-18.6
M4 ag	0.8	0.4	0.8	5.5	0.8	5.8	0.9	-1.6
CHO parental Ca	-6.2	-22.4	-9.5	/	-2.2	-25.9	-7.8	-26.6
CHO-K1 Ca ag	-0.5	0.6	1.3	2.3	1.0	0.0	0.3	-0.8
CHRM1 PAM	16.0	11.7	6.3	/	4.1	-0.5	16.4	2.5
